FXIa inh: inhibitors of human coagulation factor XIa. AID 687. actives 0.3% (n = 33,000). purified human FXIa, fluorogenic AMC substrate cleavage. inhibition, % at 10 µM. P03951;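 active = inhibition above 40% in the primary screen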;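 note: 0% = enzyme without compound and 100% = blank wells lacking enzyme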
FXIIa single: inhibitors of human coagulation factor XIIa; P00748; purified human FXIIa, AMC substrate fluorescence, 2 h; inhibition, % at 10 µM; actives 0.2% (n = 33,000); AID 701; in the data active = inhibition above about 30%;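 note: 0% = enzyme with vehicle only and 100% = no enzyme blank; many of its hits are not listed in these tables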
Target sequence (P00748 20-372 limits assumed): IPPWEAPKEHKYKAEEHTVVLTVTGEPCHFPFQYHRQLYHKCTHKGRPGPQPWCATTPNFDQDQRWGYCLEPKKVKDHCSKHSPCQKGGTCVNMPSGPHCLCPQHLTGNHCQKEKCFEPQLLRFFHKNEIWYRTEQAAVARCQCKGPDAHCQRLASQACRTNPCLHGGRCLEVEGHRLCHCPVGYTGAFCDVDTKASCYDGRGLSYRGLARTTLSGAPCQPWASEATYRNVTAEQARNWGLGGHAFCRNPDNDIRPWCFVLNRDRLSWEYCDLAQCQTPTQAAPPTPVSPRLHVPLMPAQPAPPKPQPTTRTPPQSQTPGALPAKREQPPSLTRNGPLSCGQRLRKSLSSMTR
Target sequence (P00748 373-615 limits assumed): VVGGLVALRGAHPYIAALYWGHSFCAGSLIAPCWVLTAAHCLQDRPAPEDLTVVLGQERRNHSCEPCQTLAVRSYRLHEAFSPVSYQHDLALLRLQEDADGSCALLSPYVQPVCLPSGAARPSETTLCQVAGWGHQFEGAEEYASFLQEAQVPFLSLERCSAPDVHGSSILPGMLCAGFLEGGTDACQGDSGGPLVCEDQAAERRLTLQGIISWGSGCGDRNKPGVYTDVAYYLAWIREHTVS
* hit, by the source's call. Some of the compounds tested, so the mix of outcomes need not match the whole.

Preview, 2 compounds:
SMILES	FXIa inh	FXIIa single
COc1ccc(N2CC(C(=O)Nc3nccs3)CC2=O)cc1 (configuration not stated)	10	5
O=C(Nc1nc2ccccc2n1CCN1CCCCC1)C1CCCCC1	1	2

Results, from the start:
SMILES	FXIa inh	FXIIa single
COc1ccc(N2CC(C(=O)Nc3nccs3)CC2=O)cc1 (configuration not stated)	10	5
O=C(Nc1nc2ccccc2n1CCN1CCCCC1)C1CCCCC1	1	2
CCOC(=O)c1ccc(NC(=O)Cn2nnc3ccccc32)cc1	-10	-3
COc1ccc(-n2cnc3cc(NCc4ccco4)ccc32)cc1	4	9
CCCn1c(C)cc(/C=C(\C#N)C(=O)OCC(=O)NC(=O)NCC)c1C	0	4
Cc1cccc(C(=O)NCCc2csc(C)n2)c1	-13	-17
O=C(Nc1cc(C(F)(F)F)ccc1N1CCOCC1)c1cccs1	1	-12
COC(=O)/C(=C\Nc1ccc(Cl)cc1Cl)NC(=O)c1ccccc1	10	5
CCOC(=O)c1cc2ccc(OC)cc2oc1=O	-21	-22
Cc1ccc(C23CC4CC(CC(NC(=O)NC(C)(C)CO)(C4)C2)C3)cc1	-3	-4
CC(=O)c1cc2c(cc1NC(=O)CN1CCCCCC1)OCO2	5	10
CCOc1ccccc1N1CC(C(=O)N2CCc3ccccc3C2)CC1=O (configuration not stated)	0	4
COc1ccc2c(c1)c(=O)cc(-c1ccccc1)n2C	0	6
COc1ccc(-c2[nH]c(-c3ccccc3)nc2SCC(=O)NCc2ccco2)cc1OC	5	1
CCN(C(=O)CCc1nc(-c2ccc(OC)cc2)no1)c1cc(OC)ccc1OC	5	11
CCC(C)(C)NC(=O)C(c1ccc(OC)cc1)N(Cc1ccco1)C(=O)CCC(=O)Nc1cc(C)on1 (configuration not stated)	-1	6
Cc1ccc(-c2nnn(CC(=O)N(CC3CCCO3)C(C(=O)NCC3CCCO3)c3ccc(F)cc3)n2)o1 (configuration not stated)	7	3
COC(=O)C1CC(c2c(OC)cc(OC)cc2OC)=NO1 (configuration not stated)	2	5
CCC(=O)N1CCc2cc(S(=O)(=O)NC(C(=O)NCc3ccc(C)cc3)C(C)C)ccc21 (configuration not stated)	1	-16
O=C(CC1(O)C(=O)Nc2ccccc21)c1ccc2c(c1)OCO2 (configuration not stated)	1	4
OCC1CCCN(C(=S)NCCc2ccccc2)C1 (configuration not stated)	4	6
O=S(=O)(NCc1ccccc1)c1ccc(Cl)c(S(=O)(=O)NCc2ccccc2)c1	6	7
O=C(Nc1nnc(-c2ccc(Cl)cc2)o1)c1nc2ccccc2s1	3	5
Oc1ccc(-c2nc(=S)[nH][nH]2)cc1	-2	6
Cn1c(SCC(=O)N2CCOCC2)nnc1-c1ccc(Cl)cc1Cl	-6	4
CCC1OC23CCCCC2C(C#N)(C(=N)O3)C1(C#N)C#N (configuration not stated)	2	-1
COc1cc(NC(=O)Nc2cccc(C(C)=O)c2)cc(OC)c1OC	2	11
COc1ccc(NC(=O)CCN2CCCCC2)cc1	0	8
COc1ccc(C2N=C(N)N=C(N)N2c2ccc(C)cc2)cc1 (configuration not stated)	1	11
CCCCCNC(=O)C(C#N)c1nc2ccccc2nc1N1CC(C)OC(C)C1 (configuration not stated)	5	1
COC(=O)c1c(S(=O)(=O)NCc2ccccc2)sc(C(=O)O)c1C	1	8
COc1ccc(OC)c(N(CC(=O)NCc2cccnc2)S(C)(=O)=O)c1	3	1
COC(=O)c1cc(CN2CCN(c3ccccc3C)CC2)ccc1O	10	3
CC(=O)Nc1nc(C)nc(-c2ccccc2)c1C(C)=O	7	7
CCOC(=O)c1sc(NC(=O)CSc2nccc(C)n2)c(C#N)c1C	14	14
COc1cc(C)c(S(=O)(=O)NC2CC(C)(C)NC(C)(C)C2)cc1C	9	5
CSc1cccc(NC(=O)c2ccc(Cl)nc2)c1	-7	8
Cc1cc(NC(=O)Cc2cccs2)nn1CC(=O)NCc1ccco1	-4	7
O=C1CCCN1CCC1CCN(C(=S)Nc2ccc(F)cc2)CC1	16	-12
Cc1ccc(NC(=O)CSCC(=O)O)c(C)c1	4	8
COCCCNc1nc(SCc2ccccc2)nc2sc3c(c12)CCC3	-11	0
CCOc1ccccc1N1CCN(C/C=C/c2ccc(N(C)C)cc2)CC1	-1	13
COc1cccc(N2CCN(c3ncnc4c3cnn4-c3ccc(C)cc3C)CC2)c1	2	3
Cc1cccc(NC(=O)CN2C(=O)CNC2=O)c1	7	3
COc1cc(-c2cn(S(=O)(=O)c3cccc4nsnc34)nc2N)cc(OC)c1OC	-4	-1
Cc1cc(C(=O)OCC(=O)N2CC(C)CC(C)C2)c(C)o1 (configuration not stated)	-2	-2
N/C(Cc1ccc(Cl)cc1)=N\OC(=O)c1ccc2ccccc2c1	-7	4
Cc1c(C(=O)C(C)C)n(C)c2ccccc12	6	5
O=C(NCc1ccc2c(c1)OCO2)c1c(F)c(F)c(F)c(F)c1F	4	15
COCCOC(=O)C1=C(N)OC2=C(C(=O)CCC2)C1c1cccnc1 (configuration not stated)	-3	-3

Next results
SMILES	FXIa inh	FXIIa single
COc1ccc(/C=N/n2c(SC)nnc(C(C)(C)C)c2=O)cc1	7	2
O=C(CSCC(=O)N1CCN(c2ccccc2)CC1)Nc1nc(-c2ccc(Cl)s2)cs1	1	3
COc1cccc2cc(C(=O)N(C)C3CCN(C)CC3)c(=O)oc12	-3	4
Cc1ccc(N=Cc2cc(C)n(C3CCCC3)c2C)cc1	-4	5
Cc1ccc(-c2nn(CCC(=O)O)cc2CCC(=O)O)cc1	-59	-12
C=CCN1C(=O)/C(=C2/Sc3ccccc3N2C)SC1=Nc1ccccc1C	-1	6
O=C(COC(=O)CCc1nc2ccccc2s1)Nc1cccc(S(=O)(=O)N2CCOCC2)c1	-13	-11
Cc1nn(Cc2ccccc2)c2sc(C(=O)N3CCN(Cc4ccc5c(c4)OCO5)CC3)cc12	5	4
COC(=O)c1sccc1NC(=O)c1sccc1C	-4	2
O=C(CCCOc1ccc(Cl)cc1Cl)Nc1ccncc1	1	4

Some of the entries so far, with values under each structure:
Under each structure – FXIa inh | FXIIa single
Cc1ccc(N=Cc2cc(C)n(C3CCCC3)c2C)cc1
  -4 | 5
Cc1nn(Cc2ccccc2)c2sc(C(=O)N3CCN(Cc4ccc5c(c4)OCO5)CC3)cc12
  5 | 4
C=CCN1C(=O)/C(=C2/Sc3ccccc3N2C)SC1=Nc1ccccc1C
  -1 | 6
Cc1ccc(-c2nn(CCC(=O)O)cc2CCC(=O)O)cc1
  -59 | -12
O=C(COC(=O)CCc1nc2ccccc2s1)Nc1cccc(S(=O)(=O)N2CCOCC2)c1
  -13 | -11
COc1ccc(/C=N/n2c(SC)nnc(C(C)(C)C)c2=O)cc1
  7 | 2
COC(=O)c1sccc1NC(=O)c1sccc1C
  -4 | 2

New compounds follow
SMILES	FXIa inh	FXIIa single
c1ccc(SCc2nc3ccccc3[nH]2)nc1	3	8
Cc1cc(C)c(S(=O)(=O)/N=C2\C=CC(=O)C(Cl)=C2)c(C)c1	5	8
CCOc1ccccc1N/C=C(\C#N)c1nc2ccccc2n1C	-7	1
O=C1c2ccccc2C(Nc2ccc(S(=O)(=O)N3CCOCC3)cc2)N1c1ccccn1 (configuration not stated)	3	4
CCOc1ccc2nc(S(N)(=O)=O)sc2c1	2	4
O=C(Nc1ccon1)c1cc2ccccc2oc1=O	-3	-2
Cc1nc(-c2ccccc2O)n(-c2ccccc2)n1	-9	7
CCc1ccccc1NC(=S)N(CCN(C)C)C(C)c1ccccn1 (configuration not stated)	-1	20
CCOC(=O)c1ccccc1Oc1c(F)c(F)nc(NCCO)c1F	3	5
CCOC(=O)c1c(P(=O)(N2CCOCC2)N2CCOCC2)noc1N	-10	2

Single records (already shown):
Listed for Cc1ccc(-c2nn(CCC(=O)O)cc2CCC(=O)O)cc1 : FXIa inh = -59; FXIIa single = -12
Listed for C=CCN1C(=O)/C(=C2/Sc3ccccc3N2C)SC1=Nc1ccccc1C : FXIa inh = -1; FXIIa single = 6

Next entries follow.
SMILES	FXIa inh	FXIIa single
O=C(NCCN1CCOCC1)C1CCC(CNS(=O)(=O)c2ccc(Cl)cc2)CC1 (configuration not stated)	-6	2
Cc1ccc(-c2noc(C3CCCN(S(=O)(=O)c4ccc5ccccc5c4)C3)n2)o1 (configuration not stated)	4	-6
CN(C)/C=C(\C#N)C(=O)c1cccc(Oc2ccc(Br)cc2)c1	3	5
CN(C)S(=O)(=O)c1cccc(C(=O)NCCc2ccccc2)c1	-1	10
C=CCNC(=O)CSc1nnc(-c2cccs2)o1	39	7
CN(CC(=O)Nc1cccc2ccccc12)c1ccc(S(=O)(=O)N2CCOCC2)cn1	6	4
CCOC(=O)CC(=O)CSc1nc(-c2cccnc2)cc(C)c1C#N	1	9
Cc1cccc(NC(=S)NN2CCN(C)CC2)c1	-6	6
COc1ccc(S(=O)(=O)/N=C2/NC(=O)/C(=C\c3cc(OC)c(OC)cc3[N+](=O)[O-])S2)cc1	-9	4
CCOC(=O)C(C)On1c(-c2ccc(Cl)cc2)nc2ccc([N+](=O)[O-])cc21 (configuration not stated)	1	4

Another view of some results above:
| FXIa inh | FXIIa single | SMILES |
| --- | --- | --- |
| 10 | 5 | COc1ccc(N2CC(C(=O)Nc3nccs3)CC2=O)cc1 (configuration not stated) |
| 1 | 2 | O=C(Nc1nc2ccccc2n1CCN1CCCCC1)C1CCCCC1 |

Following part:
SMILES	FXIa inh	FXIIa single
Cc1ccc(CNC(=O)c2oc3ccc(S(=O)(=O)N4CCOCC4)cc3c2C)cc1	-8	20
CCC(C)N(C)Cc1cccc(C2(O)CCN(S(=O)(=O)c3ccc(F)c(C)c3)CC2)c1 (configuration not stated)	10	13
COC(=O)CNC(=O)CNC(=O)Nc1ccccc1Cl	20	-17
CNS(=O)(=O)c1cccc(C(=O)OCC(=O)N2CCc3ccccc3C2)c1	14	15
O=C(CNC(=O)c1ccco1)NCC(=O)OCc1ccc(Cl)cc1	7	3
CCOC(=O)Nc1cc(C)ccc1OC	2	9
Cc1ccc(-c2nnc3n2CCCCC3)cc1	-7	-3
COc1ccc(C(=O)CSc2nccc(=O)[nH]2)cc1	5	7
CCOc1nc(N2CCCCC2)nc(-n2cc(-c3ccccc3)nn2)n1	1	4
COc1ccc(CCNC(C)=O)cc1	4	-1
COc1ccccc1CC(=O)N1CCCc2ccccc21	4	1
COc1ccc(S(=O)(=O)N(C)CC(=O)N2CCC(C(N)=O)CC2)cc1	-2	7
COc1cc(C(N)=O)cc(Br)c1OC	-2	5
Cn1cnnc1SCC(=O)Nc1ccc2nc(SCc3ccccc3Cl)sc2c1	-2	6
OC(CN1C2=NCCCN2c2ccccc21)c1ccc(Br)cc1 (configuration not stated)	-9	5
COc1cc(Nc2nnc(C)s2)c(Cl)cc1Cl	3	6
CC1(C)CC(=O)C(C2NCCc3ccccc32)=C(O)C1 (configuration not stated)	5	-1
CCOC(=O)Cc1csc(NC(=O)CSc2nc(N)c3c(C)c(C)sc3n2)n1	1	4
CCOC(=O)c1c(CN2CCOCC2)n(-c2ccccc2)c2cc(Br)c(OC)cc12	-62	-12
CC(C)c1nc2ccccc2n1CCC(=O)O	1	10
Cc1nc(-c2cccc(S(=O)(=O)N3CCCCCC3)c2)cs1	18	-16
Cc1cc(C)n(C(=O)CCC2COc3ccccc3O2)n1 (configuration not stated)	-1	2
Cc1cc(-c2ccccc2)nc(N2CCC(C(=O)NCC3CCCCC3)CC2)n1	-6	7
CC(=O)OCC1OC(n2ccc3ccccc32)C(OC(C)=O)C(OC(C)=O)C1OC(C)=O (configuration not stated)	-4	4
c1ccc(Nc2ccc3c4c(cccc24)CC3)cc1	-1	-6
CCC(=O)NC(Nc1nc2ccc(C)cc2s1)(C(=O)OC)C(F)(F)F (configuration not stated)	0	-4
O=C1C2CC=CCC2C(=O)N1c1n[nH]c(CCc2ccccc2)n1 (configuration not stated)	22	-14
O=C(CSCc1ccc(F)cc1)N1CCN(c2ccc(F)cc2)CC1	5	3
COc1ccc(CNC(=S)Nc2cccc(C)c2)cc1	-8	7
c1ccc(-c2ccc(C(c3ccccc3)n3ccnc3)cc2)cc1 (configuration not stated)	6	6
Cc1cccc(NC(=O)CN(C)S(=O)(=O)c2ccc(Br)cc2)n1	-10	11
CCOC(=O)c1cc(NC(=O)N(CC)C2CCCCC2)c(C)nc1C	-1	8
Cc1ccc(C(O)c2nccn2C)o1 (configuration not stated)	0	-12
O=C(NCCN1CCCCC1)c1cc(OCC(F)(F)F)ccc1OCC(F)(F)F	3	5
CCOC(=O)c1c(NC(=O)c2ccoc2C)sc(C)c1C	15	-3
Cc1c(NC(=O)OCCSc2nc(N(C)C)nc(N(C)C)n2)sc(=S)n1C	-8	-9
Clc1ccc(CSc2nc3ccncc3[nH]2)cc1	5	2
N[C@@H](C(=O)N[C@@H]1C(=O)N2C(C(=O)O)=C(Cl)CS[C@H]12)c1ccccc1	-8	-11
CC12CC3(C)CC(C)(C1)CC(NC(=O)N1CCCC1)(C2)C3	-4	-4
CC(=O)c1cc2c(=O)c3ccccc3oc2nc1C	-3	-10
COc1ccc(CN2C(=O)c3cccnc3C2Nc2ccc(C)cc2)cc1 (configuration not stated)	-5	10
Cc1ccc(C(=O)NNC(=O)c2ccc(SCC3CCCO3)c([N+](=O)[O-])c2)cc1 (configuration not stated)	3	-1
CN(C)S(=O)(=O)c1ccc(S(=O)(=O)N2CCCC2)cc1	6	5
COc1cc(CNc2ccccc2Oc2cc(=O)n(C)c(=O)n2C)cc(OC)c1OC	-8	3
CC(C)C(NS(=O)(=O)c1cccc2nsnc12)C(=O)NCCC1=CCCCC1 (configuration not stated)	1	4
COc1ccc(Nc2ncnc3ccccc23)cc1	8	6
CCOC(=O)c1c(C)[nH]c(N=Nc2ccccc2C)c1C	-5	3
COc1ccc(CCCc2nnc(SCC(=O)Nc3ccc(C)c(C)c3)o2)cc1	-6	8
Cc1cccc(-n2cnc(C(=O)N/N=C\c3ccc(Br)cc3)c2)n1	-10	6
CCCNC(=O)N[C@@H](Cc1ccccc1)C(=O)OC	-14	-16

(more compounds)
SMILES	FXIa inh	FXIIa single
COCCn1c(CNc2ccc(F)cc2)nnc1SCC(=O)Nc1ccc(OC)cc1OC	9	4
CC(C)c1ccc(C2NC(=O)NC3=C2CCc2ccccc23)cc1 (configuration not stated)	0	4
O=C(NCCc1ccccc1)c1ccc(=O)[nH]c1	-8	6
Cc1ccc(/C=C/C2=NN(Cc3ccc(Cl)c(Cl)c3)C(=O)CC2)cc1	-1	-8
